K1F lysis inhibition – inhibition of K1F phage lysis, E. coli UTI89, bacterial capsule biogenesis inhibitors, alamar blue (AID 488966); E. coli UTI89 K1F phage lysis, alamar blue, 2 h; higher % means a stronger effect; inhibition, % at 100 µM, or IC50 in µM where a hit was titrated; 340,000 compounds, 0.02% hits;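 active = phage lysis inhibition, versus mean bacterial control, above a set limit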;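 note: capsule biogenesis inhibitors block K1F phage lysis so surviving cells raise fluorescence; higher fluorescence means more inhibition of phage lysis; actives were called in the ten point dose series up to 300 µM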
GPR55 antagonists – GPR55 antagonists blocking LPI-driven arrestin recruitment, primary screen, imaging, U2OS, beta-arrestin-GFP, LPI agonist (AID 2013). 290,000 compounds, 0.13% hits. inhibition, % at 10 µM; hits with a dose series show IC50 in µM. U2OS GPR55 beta-arrestin-GFP translocation imaging, LPI antagonism; higher % means a stronger effect;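 active = spots per cell inhibited over 60%, with over 100 cells counted and total cytoplasm intensity under 500,000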;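 note: U2OS cells stably carrying GPR55 and arrestin-GFP stimulated by 5 µM LPI near EC80; imaged beta-arrestin-GFP aggregate spots per cell after agonist stimulation; plate controls were LPI-stimulated DMSO wells for no effect and DMSO wells without LPI for full effect; some results filed as inactive read as strong as hits; confirmed hits need IC50 under 10 µM and bright autofluorescent wells are also inconclusive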
HIV peptide binding – inhibitors of HIV fusion peptide binding, primary screen, biochemical, uHTS, fluorescence dequenching (AID 1986). cell-free peptide binding, fluorescence dequenching, 30 min; higher % means a stronger effect. 290,000 compounds, 0.3% hits. one-dose inhibition, % at 20 µM; IC50 in µM for titrated hits; in the data active = inhibition mostly above about 52%, no sharp cut-off; inactive = mostly below about 76%; note: some results filed as inactive read as strong as hits
SIAH1 antagonists – Siah-1 peptide-binding antagonists, primary screen, biochemical, fluorescence polarization, rhodamine-plectin, uHTS (AID 1817); E3 ubiquitin-protein ligase SIAH1 (Homo sapiens); Siah-1 / rhodamine-plectin peptide fluorescence polarization; higher % means a stronger effect; displacement, % at 20 µM; hits with a dose series show IC50 in µM; 290,000 compounds, 0.02% hits;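 active = displacement of at least 50% at 20 µM, with a fluorescence ratio check between 0.3 and a set limit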;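 note: plate controls were Siah plus tracer with DMSO for no effect and tracer alone without Siah for full effect; strong numbers were not always called active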
GPR35 arrestin U2OS – GPR35 antagonists blocking zaprinast-driven arrestin recruitment, primary screen, imaging, U2OS, beta-arrestin-GFP, zaprinast agonist (AID 2058) | 290,000 compounds, 0.052% hits | U2OS GPR35 beta-arrestin-GFP translocation imaging, zaprinast antagonism; higher % means a stronger effect | inhibition, % at 10 µM, or IC50 in µM where a hit was titrated;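 active = inhibition of at least 50% with at least 30 cells and total cytoplasm GFP at most 10,000,000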
NS5 inhibitors – Dengue-2 NS5 methyltransferase inhibitors, primary screen, biochemical, confirmation dose response (AID 588689); Genome polyprotein (Dengue virus type 2 (strain 16681-PDK53)); Dengue-2 NS5 methyltransferase capping enzyme assay, biochemical; higher % means a stronger effect; inhibition, % at 25 µM; hits with a dose series show IC50 in µM; 340,000 compounds, 0.3% hits; in the data active = a potency from the dose series
GPR55 activation – GPR55 agonists via beta-arrestin recruitment, primary screen, imaging, U2OS cells, beta-arrestin-GFP redistribution (AID 1961); G-protein coupled receptor 55 (Homo sapiens); 290,000 compounds, 0.048% hits; activation, % at 10 µM; hits with a dose series show EC50 in µM; U2OS GPR55 beta-arrestin-GFP redistribution imaging; higher % means a stronger effect;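 active = activation above 40% with more than 50 cells counted in the well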;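 note: U2OS osteosarcoma cells stably expressing GPR55 and beta-arrestin-GFP; plate controls were DMSO negative control for no effect and LPI positive control for full effect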
NTR1 agonist – agonists of NTR1, primary screen, imaging, U2OS cells, beta-arrestin-GFP, high content (AID 493036). NTR1-U2OS beta-arrestin-GFP spot imaging, agonist mode. Neurotensin receptor type 1 (Homo sapiens), P30989. activation, % at 20 µM. 330,000 compounds, 0.17% hits;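 active = activation at or above 40% of the spot to cytoplasm intensity ratio, with at least 20 cells analyzed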;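 note: 0% = DMSO without peptide and 100% = 100 nM NTR1 peptide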
Target sequence (P30989 whole entry, looked up): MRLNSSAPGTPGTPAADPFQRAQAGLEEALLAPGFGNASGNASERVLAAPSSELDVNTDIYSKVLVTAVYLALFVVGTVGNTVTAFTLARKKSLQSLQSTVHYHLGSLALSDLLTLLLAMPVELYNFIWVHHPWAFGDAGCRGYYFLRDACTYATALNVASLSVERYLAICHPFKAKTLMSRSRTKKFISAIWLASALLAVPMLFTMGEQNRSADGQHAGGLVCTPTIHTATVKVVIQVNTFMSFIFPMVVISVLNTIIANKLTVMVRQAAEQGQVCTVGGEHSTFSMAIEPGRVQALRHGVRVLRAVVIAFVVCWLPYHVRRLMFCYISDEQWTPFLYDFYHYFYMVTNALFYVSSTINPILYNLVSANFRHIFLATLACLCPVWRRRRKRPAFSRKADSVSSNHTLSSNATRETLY
AID2073 – inhibitors of Mint1-CaV2.2 protein interaction, biochemical, HTRF (AID 2073). Voltage-dependent N-type calcium channel subunit alpha-1B (Homo sapiens). HTRF protein-protein interaction, Mint1-CaV2.2; higher % means a stronger effect. inhibition, % at 20 µM; hits with a dose series show IC50 in µM. 290,000 compounds, 0.19% hits; in the data active = inhibition mostly above about 51%, no sharp cut-off; note: some results filed as inactive read as strong as hits
NTR1 agonist cell count 20 µM – recorded beside NTR1 agonist, whose call it bears; cell count; measured here: cell count, cytotoxicity flag
* marks the source's active call; other numbers are inactive results; [ ] = remark or other dose.

How did CC1CC(=O)NN=C1c1ccc(N)c([N+](=O)[O-])c1 (stereo unspecified) do in these assays?
K1F lysis inhibition: 2.0%; GPR55 antagonists: -8%; HIV peptide binding: -1.9%; SIAH1 antagonists: 4%; GPR35 arrestin U2OS: -13%; NS5 inhibitors: 2%; GPR55 activation: -0.5%; NTR1 agonist: -0.7; AID2073: 1%; NTR1 agonist cell count 20 µM: 53

What do the screens show for `Cc1ccc(NC(=S)N(CCN2CCOCC2)Cc2ccccc2F)cc1Cl`?
K1F lysis inhibition: 0.1%; GPR55 antagonists: -5%; HIV peptide binding: -0.5%; SIAH1 antagonists: -3%; GPR35 arrestin U2OS: -15%; NS5 inhibitors: 3%; GPR55 activation: -0.2%; NTR1 agonist: -1.3; AID2073: -13%; NTR1 agonist cell count 20 µM: 52

What do the screens show for `CCOc1c(Br)cc(/C=C2\N=C(C)OC2=O)cc1Br`?
K1F lysis inhibition: 2.1%[50 µM]; GPR55 antagonists: 9%; HIV peptide binding: 3.1%; SIAH1 antagonists: 2%; GPR35 arrestin U2OS: 3%; NS5 inhibitors: -11%; GPR55 activation: -0.1%; NTR1 agonist: -1.6; AID2073: 11%; NTR1 agonist cell count 20 µM: 98

How did O=C(CSc1c2c(nc3ccccc13)CCCC2)NCc1ccco1 do in these assays?
K1F lysis inhibition: 0.8%; GPR55 antagonists: -9%; HIV peptide binding: 3.0%; SIAH1 antagonists: -2%; GPR35 arrestin U2OS: -5%; NS5 inhibitors: -4%; GPR55 activation: -0.3%; NTR1 agonist: 1.3; AID2073: 13%; NTR1 agonist cell count 20 µM: 78

How did O=C(Nc1ccc(Cl)cc1)N1CCC(c2nc(-c3ccc(F)cc3)no2)CC1 do in these assays?
K1F lysis inhibition: 2.0%; GPR55 antagonists: -6%; HIV peptide binding: -1.7%; SIAH1 antagonists: -2%; GPR35 arrestin U2OS: 4%; NS5 inhibitors: -3%; GPR55 activation: -0.4%; NTR1 agonist: 5.1; AID2073: 5%; NTR1 agonist cell count 20 µM: 102

What do the screens show for `C(=N\N1CCN(Cc2ccccc2)CC1)/c1cccnc1`?
K1F lysis inhibition: 1.5%[50 µM]; GPR55 antagonists: 4%; HIV peptide binding: 1.3%; SIAH1 antagonists: 0%; GPR35 arrestin U2OS: -4%; NS5 inhibitors: 0%; GPR55 activation: -0.3%; NTR1 agonist: -0.6; AID2073: -23%; NTR1 agonist cell count 20 µM: 69

What do the screens show for `N#Cc1ccc(-c2ccc(OCC(O)CN3CCOCC3)cc2)cc1` (stereo unspecified)?
K1F lysis inhibition: 0.3%; GPR55 antagonists: -13%; HIV peptide binding: 1.3%; SIAH1 antagonists: 10%; GPR35 arrestin U2OS: 1%; NS5 inhibitors: -14%; GPR55 activation: 0.2%; NTR1 agonist: 0.0; AID2073: 2%; NTR1 agonist cell count 20 µM: 75

Results for Cc1ccc(CNC(=O)C2CCCN(S(C)(=O)=O)C2)cc1 (stereo unspecified) ?
K1F lysis inhibition: 1.4%; GPR55 antagonists: 9%; HIV peptide binding: 1.9%; SIAH1 antagonists: 3%; GPR35 arrestin U2OS: -4%; NS5 inhibitors: -3%; GPR55 activation: -0.1%; NTR1 agonist: 0.4; AID2073: 0%; NTR1 agonist cell count 20 µM: 61

How did COC(=O)c1ccc2c(CCO)c[nH]c2c1 do in these assays?
K1F lysis inhibition: -0.3%; GPR55 antagonists: -2%; HIV peptide binding: 0.0%; SIAH1 antagonists: -4%; GPR35 arrestin U2OS: 5%; NS5 inhibitors: -3%; GPR55 activation: 0.4%; NTR1 agonist: -0.4; AID2073: 11%; NTR1 agonist cell count 20 µM: 79

How did Cc1nc2scc(C)n2c(=O)c1S(=O)(=O)NCCc1ccc(Cl)cc1 do in these assays?
K1F lysis inhibition: 0.3%; GPR55 antagonists: 2%; HIV peptide binding: -1.4%; SIAH1 antagonists: 2%; GPR35 arrestin U2OS: 8%; NS5 inhibitors: 1%; GPR55 activation: -0.2%; NTR1 agonist: 1.9; AID2073: 1%; NTR1 agonist cell count 20 µM: 54

How did S=C(NCCN1CCOCC1)N/N=C/c1cccs1 do in these assays?
K1F lysis inhibition: 0.2%; GPR55 antagonists: 7%; HIV peptide binding: -0.4%; SIAH1 antagonists: 3%; GPR35 arrestin U2OS: 10%; NS5 inhibitors: -41%; GPR55 activation: 0.0%; NTR1 agonist: -1.0; AID2073: -53%; NTR1 agonist cell count 20 µM: 79

What do the screens show for `O/N=C/c1ccc(OCc2ccccc2)c(Br)c1`?
K1F lysis inhibition: -8.4%; GPR55 antagonists: 6%; HIV peptide binding: 0.8%; SIAH1 antagonists: 6%; GPR35 arrestin U2OS: 4%; NS5 inhibitors: -6%; GPR55 activation: 0.1%; AID2073: -8%

What do the screens show for `CCOc1cc2c(cc1OCC)C(C(=O)O)C(c1cc(OC)c(OC)c(OC)c1)N(C)C2=O` (stereo unspecified)?
K1F lysis inhibition: 0.1%; GPR55 antagonists: 14%; HIV peptide binding: -0.6%; SIAH1 antagonists: -4%; GPR35 arrestin U2OS: 4%; NS5 inhibitors: 3%; GPR55 activation: -0.1%; NTR1 agonist: -0.5; AID2073: 31%; NTR1 agonist cell count 20 µM: 52

How did COc1ccc(C2Nc3ccccc3C(=O)N2c2ccccc2)cc1CN1CCOCC1 (stereo unspecified) do in these assays?
K1F lysis inhibition: 0.4%; GPR55 antagonists: 9%; HIV peptide binding: 0.8%; SIAH1 antagonists: 4%; GPR35 arrestin U2OS: -1%; NS5 inhibitors: -7%; GPR55 activation: 0.0%; NTR1 agonist: -0.3; AID2073: 24%; NTR1 agonist cell count 20 µM: 40

Results for CCOC(=O)N1CCC(c2cc(=O)n3[nH]c(C)c(-c4ccc(F)cc4)c3n2)CC1 ?
K1F lysis inhibition: 0.0%; GPR55 antagonists: -5%; HIV peptide binding: 3.0%; SIAH1 antagonists: -2%; GPR35 arrestin U2OS: -12%; NS5 inhibitors: 0%; GPR55 activation: 0.3%; NTR1 agonist: 1.7; AID2073: 11%; NTR1 agonist cell count 20 µM: 84

Brought forward from above: 2 entries, followed by the next part.
How did COc1ccc(C2Nc3ccccc3C(=O)N2c2ccccc2)cc1CN1CCOCC1 (stereo unspecified) do in these assays?
K1F lysis inhibition: 0.4%; GPR55 antagonists: 9%; HIV peptide binding: 0.8%; SIAH1 antagonists: 4%; GPR35 arrestin U2OS: -1%; NS5 inhibitors: -7%; GPR55 activation: 0.0%; NTR1 agonist: -0.3; AID2073: 24%; NTR1 agonist cell count 20 µM: 40

Results for CCOC(=O)N1CCC(c2cc(=O)n3[nH]c(C)c(-c4ccc(F)cc4)c3n2)CC1 ?
K1F lysis inhibition: 0.0%; GPR55 antagonists: -5%; HIV peptide binding: 3.0%; SIAH1 antagonists: -2%; GPR35 arrestin U2OS: -12%; NS5 inhibitors: 0%; GPR55 activation: 0.3%; NTR1 agonist: 1.7; AID2073: 11%; NTR1 agonist cell count 20 µM: 84

Results for COc1ccc(Nc2nc(N3CCN(C)CC3)nc3ccccc23)c(OC)c1 ?
K1F lysis inhibition: 0.4%; GPR55 antagonists: 6%; HIV peptide binding: -1.7%; SIAH1 antagonists: -4%; GPR35 arrestin U2OS: 10%; NS5 inhibitors: -1%; GPR55 activation: 0.3%; NTR1 agonist: 0.1; AID2073: 3%; NTR1 agonist cell count 20 µM: 44

Results for CCOc1ccccc1-n1c(COc2ccccc2)nnc1SCC(N)=O ?
K1F lysis inhibition: -1.3%; GPR55 antagonists: -13%; HIV peptide binding: 1.2%; SIAH1 antagonists: -1%; GPR35 arrestin U2OS: 5%; NS5 inhibitors: 3%; GPR55 activation: -0.1%; NTR1 agonist: -1.0; AID2073: 5%; NTR1 agonist cell count 20 µM: 59

What do the screens show for `O=C(c1ccc(Cl)c([N+](=O)[O-])c1)N(Cc1ccco1)C1CCS(=O)(=O)C1` (stereo unspecified)?
K1F lysis inhibition: 0.3%; GPR55 antagonists: -4%; HIV peptide binding: 0.9%; SIAH1 antagonists: 7%; GPR35 arrestin U2OS: 11%; NS5 inhibitors: -3%; GPR55 activation: 0.7%; NTR1 agonist: 1.4; AID2073: -1%; NTR1 agonist cell count 20 µM: 62

How did O=C(Nc1ccsc1C(=O)O)c1ccccc1Cl do in these assays?
K1F lysis inhibition: 0.3%; GPR55 antagonists: -8%; HIV peptide binding: 0.2%; SIAH1 antagonists: 2%; GPR35 arrestin U2OS: 10%; NS5 inhibitors: -18%; GPR55 activation: 0.0%; NTR1 agonist: 0.0; AID2073: 12%; NTR1 agonist cell count 20 µM: 75

How did Cc1c(C(=S)NC(=O)C2CC2)c(=O)n(-c2ccccc2)n1C do in these assays?
K1F lysis inhibition: 2.1%; GPR55 antagonists: 3%; HIV peptide binding: -1.6%; SIAH1 antagonists: 0%; GPR35 arrestin U2OS: -4%; NS5 inhibitors: -9%; GPR55 activation: 0.0%; NTR1 agonist: 0.6; AID2073: -1%; NTR1 agonist cell count 20 µM: 36

What do the screens show for `Cc1csc(N(C)C(=O)CSc2nnc(COc3cccc4ccccc34)o2)n1`?
K1F lysis inhibition: 1.0%; GPR55 antagonists: 1%; HIV peptide binding: -0.7%; SIAH1 antagonists: 0%; GPR35 arrestin U2OS: -6%; NS5 inhibitors: 0%; GPR55 activation: -0.1%; NTR1 agonist: 2.8; AID2073: -9%; NTR1 agonist cell count 20 µM: 53

Results for CC1=C(C(=O)OCc2ccccc2)C(c2cccc(Br)c2)NC(=O)N1 (stereo unspecified) ?
K1F lysis inhibition: -1.4%; GPR55 antagonists: 0%; HIV peptide binding: 0.8%; SIAH1 antagonists: 3%; GPR35 arrestin U2OS: -3%; NS5 inhibitors: 7%; GPR55 activation: -0.2%; NTR1 agonist: 0.7; AID2073: 0%; NTR1 agonist cell count 20 µM: 67

What do the screens show for `CCn1c(SCC(=O)Nc2ccc(OC)cc2)nc2c1c(=O)n(C)c(=O)n2C`?
K1F lysis inhibition: -0.1%; GPR55 antagonists: -11%; HIV peptide binding: -0.7%; SIAH1 antagonists: -3%; GPR35 arrestin U2OS: -11%; NS5 inhibitors: 17%; GPR55 activation: -0.2%; NTR1 agonist: 1.4; AID2073: 9%; NTR1 agonist cell count 20 µM: 57

Screening data from PubChem BioAssay.
